# High-throughput results: PubChem, several laboratories
# CHO-K1 Ca PAM = M1 PAM counterscreen hit in parental CHO-K1 cells. 360,000 compounds, 0.02% hits. ATP EC20, Fluo-8 calcium fluorescence; 0% at ATP EC20, 100% at ATP max. activation, % at 3 µM. AID 602247;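 active = activation above the run cutoff, the mean activation of all test compounds plus 3 SD, cut at about 40% in these data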;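 also: peak over basal fluorescence ratio in a 140 s read after ATP addition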
# M5 PAM = CHRM5 positive allosteric modulation; activation, % at 3 µM; 360,000 compounds, 0.3% hits; CHO-K1 hM5, Fluo-8 calcium, ACh EC20 PAM; 0% = ACh EC20, 100% = ACh EC100;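 active = activation above the run cutoff, the mean activation of all test compounds plus 3 SD, cut at about 18% in these data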
#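 Replicates: One well per compound, no replicates | System: Human M5 receptor in CHO-K1 cells | Benchmarks: Low control EC20 acetylcholine (0%), high control EC100 acetylcholine (100%) | Probe or stimulus: Acetylcholine, EC20 level | Times: Fluo-8 loading 80 min at 37 °C plus 30 min room temperature | Signal: Intracellular calcium via Fluo-8 fluorescence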
# TAAR1 agonist = human TAAR1 agonism; AID 624467; Q96RJ0; CHO RD-HGA16 TAAR1, Fluo-8 calcium fluorescence; vehicle wells 0%, saturating PEA agonist 100%; activation, % at 3 µM; 360,000 compounds, 0.99% hits;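 active = activation above the mean activation of all test compounds in the run plus 3 SD, cut at about 38% in these data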
# Target sequence (Q96RJ0 whole entry, looked up): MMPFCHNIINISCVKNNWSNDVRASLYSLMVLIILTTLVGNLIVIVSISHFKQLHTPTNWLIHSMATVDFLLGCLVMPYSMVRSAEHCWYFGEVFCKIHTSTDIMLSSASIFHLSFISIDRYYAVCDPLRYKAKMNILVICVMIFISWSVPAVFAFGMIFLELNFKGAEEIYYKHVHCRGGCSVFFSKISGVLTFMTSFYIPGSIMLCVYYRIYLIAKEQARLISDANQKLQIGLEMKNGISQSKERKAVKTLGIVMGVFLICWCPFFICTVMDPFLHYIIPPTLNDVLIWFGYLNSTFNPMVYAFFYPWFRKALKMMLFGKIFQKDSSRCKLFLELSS
#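 Assay system – CHO-derived RD-HGA16 cells with stable Gα16 and human TAAR1 · Compound dosing – one-point dosing at 3 µM (nominal) · Incubation – 17-24 h seeding, 75 min 37 °C dye, 30 min RT · Measured by – kinetic Fluo-8 calcium fluorescence · Control set – DMSO vehicle as 0%, PEA at EC100 as 100% · Repeats – single well for each compound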
# CRFR2-BP antag = antagonists of CRF-binding protein/CRF-R2 receptor complex; HEK293 CRF-R2/CRF-BP, CRF-induced calcium fluorescence; inhibition, % at 11.8 µM; 350,000 compounds, 0.59% hits;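 active = inhibition of the ligand-induced calcium signal above about 50% at the single tested concentration, limit read from the data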
# CHRM4 PAM = potentiates acetylcholine response at human M4 receptor; P08173; CHO-K1 hM4/Gqi5, Fluo-8 calcium fluorescence, ACh EC20; 0% = ACh EC20, 100% = maximal ACh; activation, % at 3 µM; 360,000 compounds, 0.4% hits; AID 624126;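 active = activation above its plate's cutoff, the mean activation of sample wells plus 3 SD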; also: some results filed as inactive read as strong as hits
# Target sequence (P08173 whole entry, looked up): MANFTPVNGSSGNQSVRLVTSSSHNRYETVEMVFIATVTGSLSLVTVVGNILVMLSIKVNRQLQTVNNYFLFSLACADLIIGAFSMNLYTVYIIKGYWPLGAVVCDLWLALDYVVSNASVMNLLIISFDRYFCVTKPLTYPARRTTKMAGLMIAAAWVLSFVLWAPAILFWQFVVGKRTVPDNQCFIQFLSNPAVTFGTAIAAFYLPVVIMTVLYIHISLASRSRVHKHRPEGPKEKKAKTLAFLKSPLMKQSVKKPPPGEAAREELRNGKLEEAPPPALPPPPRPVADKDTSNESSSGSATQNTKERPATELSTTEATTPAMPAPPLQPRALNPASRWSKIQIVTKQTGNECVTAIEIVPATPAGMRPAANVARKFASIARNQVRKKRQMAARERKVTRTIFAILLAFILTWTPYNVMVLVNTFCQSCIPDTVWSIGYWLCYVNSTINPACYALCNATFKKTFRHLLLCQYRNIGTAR
# CHRM5 antagonist = blocks acetylcholine activation of human M5 receptor | P08912 | CHO-hM5 cells, Fluo-8 calcium fluorescence, ACh EC80 | inhibition, % at 3 µM | 360,000 compounds, 0.59% hits | AID 624040;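 active = inhibition above a per-plate cutoff, the mean of that plate's test compounds plus 3 SD, cut at about 27% in these data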;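 also: 0% = acetylcholine EC80 with DMSO and 100% = DMSO without agonist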
# CRFBP-R2 agonist = agonists of human CRF-binding protein/CRF-R2 receptor complex; HEK293 CRF-R2/CRF-BP, calcium dye fluorescence (FLIPR); percent of saturating CRF peptide response; 350,000 compounds, 0.46% hits; activation, % at 13.2 µM;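 active = activation of at least 50%, plus an integration ratio under a set limit after plate pattern correction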;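 also: plate controls were neutral control wells without compound for no effect and CRF at EC100 for full effect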
# TAAR1 antag = human TAAR1 antagonism | Q96RJ0 | inhibition, % at 3 µM | CHO RD-HGA16 TAAR1, Fluo-8 calcium fluorescence, antagonist | 360,000 compounds, 1.5% hits;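 active = inhibition above a per-plate cutoff, the mean inhibition of test compounds on that plate plus 3 SD, cut at about 49% in these data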;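 also: 0% = DMSO plus EC80 beta-PEA response and 100% = DMSO alone without agonist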
#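 Assay system: CHO-derived RD-HGA16 cells stably expressing human TAAR1 plus Gα16. Timing: 140 s kinetic read after compound, 140 s after agonist. Technique: kinetic Fluo-8 calcium fluorescence measurement. Measure: % inhibition of agonist calcium response.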
# M5 ag = CHRM5 agonism in calcium assay | P08912 | CHO-K1 hM5 cells, Fluo-8 calcium fluorescence; 0% DMSO wells, 100% maximal acetylcholine response | activation, % at 3 µM | 360,000 compounds, 0.19% hits | AID 624037;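 active = activation above the run's mean over test compounds plus 3 SD, cut at about 23% in these data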;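 also: signal is peak over basal fluorescence ratio across the kinetic read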
# * = called active by the depositor; x = no result given. Hits appear at their usual frequency, and some 4.2% of all compounds hit somewhere here.
SMILES,CHO-K1 Ca PAM,M5 PAM,TAAR1 agonist,CRFR2-BP antag,CHRM4 PAM,CHRM5 antagonist,CRFBP-R2 agonist,TAAR1 antag,M5 ag
O=C(NC1CC1)c1cccc2c1C(=O)c1ccc(N3CCC(N4CCCCC4)CC3)cc1S2(=O)=O,20,4,2,-12,-5,2,28,6,1
Cc1ccccc1C(=O)NCCn1cc(SCC(=O)NCC2CCCO2)c2ccccc21 (stereo not drawn),-2,-7,4,3,-4,7,-0.6,5,-2
COC(=O)c1[nH]c2ccccc2c1NC(=O)CN1CCN(C/C=C/c2ccccc2)CC1,21,-3,8,-18,-19,-1,-0.5,-1,-3
CC(=O)NS(=O)(=O)c1ccc(NC(=O)CSc2ccc(C)cc2)cc1,21,3,10,-18,19*,-8,0.5,-10,-1
Cc1ccc(N=Nc2ccc(O)c3ncccc23)cc1C,14,-6,2,15,7,0,0.2,11,0
COC(=O)c1ccc(-c2cc3onc(-c4ccccc4)c3c(=O)n2C)cc1,24,11,3,-3,1,-4,2.1,-3,2
CCOC(=O)C1(CCc2ccccc2)CCN(C(=O)c2cc(C)nc(C)n2)CC1,0,2,2,24,0,-15,-1.6,-4,-4
Cn1c(N2CCCC2)nc2c1c(=O)n(Cc1cccc(F)c1)c(=O)n2C,18,1,5,-4,8,6,-0.7,-1,2
Cn1cccc1/C=N/NC(=O)c1sc2ccccc2c1Cl,22,-3,2,3,14,-2,-2.8,-8,-3
COc1ccc(-c2noc(CN(C)C(=O)c3ccoc3C)n2)cc1,-12,-2,8,-3,-4,10,1.4,-8,2
OCCNCc1ccc(OCc2ccc(Cl)cc2Cl)cc1,18,-6,23,-20,-1,12,1.4,2,-4
Cn1nnnc1SCC1=C(C(=O)O)N2C(=O)C(NC(=O)Cn3nc(C(F)F)cc3C3CC3)C2SC1 (stereo not drawn),25,4,5,-4,4,4,1.4,4,-3
COc1ccc(C(C(=O)NC2CCCC2)N(Cc2cccnc2)C(=O)Cc2cccs2)c(OC)c1 (stereo not drawn),16,5,1,-7,-2,-2,-1.3,-11,-2
CCOc1c(OC(C)=O)ccc(/C=C/c2ccc3cccc(OC(C)=O)c3n2)c1[N+](=O)[O-],11,-5,x,1,2,12,-0.8,x,1
C/C(CC(=O)NCc1ccco1)=N\NC(=O)c1ccc(Cl)cc1Cl,-9,1,-3,-9,-6,11,0.5,8,-4
Cc1cccc(C(=O)NCC(=O)N2CC(=O)Nc3ccccc32)c1,7,-1,2,-11,-9,-5,-0.5,8,-1
CCCn1nnc(NC(=O)c2cccnc2Cl)n1,2,5,10,-9,3,-2,0.0,0,-5
O=C(Nc1ccccc1)c1cc(C2CCCCN2S(=O)(=O)c2ccccc2)on1 (stereo not drawn),7,-4,3,x,-5,-2,x,-12,-2
O=C(Oc1cccc(N2C(=O)CCC2=O)c1)C1CC(=O)N(c2ccc(Br)cc2)C1 (stereo not drawn),30,-1,6,21,18,-3,-1.1,-30,0
C=CCn1c(C(CCC(C)C)CC(C)(C)O)n[nH]c1=S (stereo not drawn),7,5,0,8,6,-2,2.3,5,1

# One compound at a time (already shown). Screens in order: CHO-K1 Ca PAM	M5 PAM	TAAR1 agonist	CRFR2-BP antag	CHRM4 PAM	CHRM5 antagonist	CRFBP-R2 agonist	TAAR1 antag	M5 ag
# Shown for CCOC(=O)C1(CCc2ccccc2)CCN(C(=O)c2cc(C)nc(C)n2)CC1 : 0	2	2	24	0	-15	-1.6	-4	-4
# Shown for C/C(CC(=O)NCc1ccco1)=N\NC(=O)c1ccc(Cl)cc1Cl : -9	1	-3	-9	-6	11	0.5	8	-4

# Further results follow:
SMILES,CHO-K1 Ca PAM,M5 PAM,TAAR1 agonist,CRFR2-BP antag,CHRM4 PAM,CHRM5 antagonist,CRFBP-R2 agonist,TAAR1 antag,M5 ag
Cn1cnc2c(oc3ccccc32)c1=O,2,-7,2,2,-9,6,3.6,-10,-1
CN1CCN(c2nc(-c3ccc(Br)cc3)nnc2-c2ccccc2)CC1,-2,-6,4,-14,-9,7,-2.5,-3,-2
CCOC(=O)C1CCCN(Cc2cc(=O)oc3cc(C)c(C(C)C)cc23)C1 (stereo not drawn),-8,1,-1,-1,-11,-3,1.6,11,0
O=C(/C=C/c1ccccc1)C1=C(O)C(=O)N(CCO)C1c1ccc2c(c1)OCO2 (stereo not drawn),3,-2,6,-4,6,8,0.7,-5,-2
CCCCP(=O)(CCCC)CCP(=O)(c1ccccc1)c1ccccc1,8,-5,6,13,1,5,-2.2,-25,-1
CCCC(=NCCc1c(C)[nH]c2ccccc12)C1=C(O)CC(c2ccccc2)CC1=O (stereo not drawn),6,-8,8,5,-9,5,-1.2,21,-2
O=C(NCc1ccccc1)c1ccc(C(=O)N(C2CCCCC2)C2CCCCC2)cc1,11,1,-1,13,5,-5,0.9,14,0
COc1ccc(C2C(C#N)=C(N)Oc3c2oc(CO)cc3=O)c(OC)c1OC (stereo not drawn),7,-2,4,-5,17,0,-0.9,1,3
O=C(CN1CCOCC1)N/N=C/c1ccco1,12,-6,10,-1,0,4,-1.9,7,1
COc1ccc(/C=N/NC(=O)c2cc(-c3cccn3C)n[nH]2)cc1OC,26,-2,5,6,4,-9,-1.7,-13,2
Cc1ccc(OCC(=O)Nc2sc3c(c2C#N)CC(C)(C)NC3(C)C)cc1,17,3,2,-21,1,3,0.1,-24,-4
CCCN1CCN(C(=S)Nc2ccccc2C(F)(F)F)CC1,8,1,3,14,1,-1,-1.5,1,0
Cc1ccc(S(=O)(=O)NCCC(=O)NC2CCCC2)cc1,16,2,7,-1,-3,-7,-0.2,21,2
C[C@@H]1CN([C@H](C)CO)C(=O)CCCn2nncc2CO[C@H]1CN(C)C(=O)C1CCCCC1,10,1,3,-2,2,-4,-0.1,-25,-2
CCOC(=O)COc1ccc([N+](=O)[O-])cc1,11,-2,2,13,-3,5,-0.8,14,-1
Cc1c(C(=O)Nc2ccc(F)cc2)sc2ncn(CC(=O)N3CCCCC3)c(=O)c12,12,-7,2,-7,0,14,0.8,4,3
CCOC(=O)Cc1csc(NC(=O)CSc2nccn2C)n1,-22,11,4,-5,11,-8,0.0,-19,-3
Cc1cc(C)n(-c2c(F)c(F)c(CO)c(F)c2F)n1,11,2,6,-9,5,1,0.8,12,2
CN(c1ccccc1)S(=O)(=O)c1cccc(C(=O)NC2CCCCC2)c1,22,1,6,1,3,-2,-1.8,-15,-2
O=c1[nH]cnc2c1C1(CCCC1)Cc1ccccc1-2,5,2,3,-14,11,1,0.3,9,-3
Cc1nnc(SCC(=O)Nc2ccc(S(N)(=O)=O)cc2)n(N)c1=O,20,-5,1,-6,8,11,0.0,0,5
Cc1[nH]nc(N=CC2=C(O)CC(c3ccco3)CC2=O)c1-c1ccc(Cl)cc1 (stereo not drawn),-9,0,8,2,4,2,-1.5,-6,-2
O=S(=O)(c1ccc(NC(=S)Nc2ccccc2)cc1)N1CCOCC1,27,24*,6,8,29*,-1,-1.2,5,-3
Cc1nc(NCc2ccco2)c2oc3ccccc3c2n1,9,-5,9,20,6,-1,-1.6,5,0
CC(C)C(NS(=O)(=O)c1ccccc1F)C(=O)OCC(=O)NCc1ccco1 (stereo not drawn),6,-6,2,-7,0,7,-0.3,-38,5
O=C(NCCCN1CCCC1=O)C1CCN(S(=O)(=O)N2CCOCC2)CC1,19,-1,6,-10,15,-5,0.4,-6,1
C/C(=N/NS(=O)(=O)c1ccc(C)cc1C)c1c[nH]c2ccccc12,19,-4,14,-3,13,6,-1.2,37,-4
CCOC(=O)C(C)N1c2cccc3cccc(c23)S1(=O)=O (stereo not drawn),6,-2,-1,3,3,0,-0.4,-12,-3
O=C(Nc1cccnc1)c1cc([N+](=O)[O-])ccc1Cl,20,2,9,18,7,16,1.1,-3,1
COc1cccc(/C=C/C(=O)c2ccc(C)c([N+](=O)[O-])c2)c1,14,2,0,-31,5,-4,0.6,4,-4
CC(C)CNC(=O)c1coc(=O)c(Br)c1,0,-3,2,-1,7,0,4.6,1,-2
N#Cc1ccccc1CSc1ccc(-c2nc3ccccc3[nH]2)cn1,-10,-13,13,-10,-20,16,-0.5,50*,1
CCCc1cc(=O)[nH]c(SCC(=O)c2ccc(S(=O)(=O)N3CCCC3)cc2)n1,5,-8,9,-23,-9,0,0.6,31,0
COc1ccccc1CNc1nc2cc(-c3ccccc3C)sc2c(=O)n1C,12,-4,0,x,5,-1,x,25,-1
O=C(NCCO)/C(=C\c1ccc(Br)cc1)NC(=O)c1cccs1,22,1,-3,4,4,1,-0.2,2,2
O=[N+]([O-])c1cc([N+](=O)[O-])c(Oc2cccc(Cl)c2Cl)cc1NN1CCCCC1,2,-1,2,2,4,7,0.0,10,2
COc1ccc(/C=C2\SC(N3CCc4ccccc4C3)=NC2=O)cc1,17,-6,4,18,2,0,-2.2,5,-4

# Of the compounds above, these contain a furan ring, fused or not:
SMILES,CHO-K1 Ca PAM,M5 PAM,TAAR1 agonist,CRFR2-BP antag,CHRM4 PAM,CHRM5 antagonist,CRFBP-R2 agonist,TAAR1 antag,M5 ag
COc1ccc(-c2noc(CN(C)C(=O)c3ccoc3C)n2)cc1,-12,-2,8,-3,-4,10,1.4,-8,2
C/C(CC(=O)NCc1ccco1)=N\NC(=O)c1ccc(Cl)cc1Cl,-9,1,-3,-9,-6,11,0.5,8,-4
Cn1cnc2c(oc3ccccc32)c1=O,2,-7,2,2,-9,6,3.6,-10,-1
O=C(CN1CCOCC1)N/N=C/c1ccco1,12,-6,10,-1,0,4,-1.9,7,1
Cc1[nH]nc(N=CC2=C(O)CC(c3ccco3)CC2=O)c1-c1ccc(Cl)cc1 (stereo not drawn),-9,0,8,2,4,2,-1.5,-6,-2
Cc1nc(NCc2ccco2)c2oc3ccccc3c2n1,9,-5,9,20,6,-1,-1.6,5,0
CC(C)C(NS(=O)(=O)c1ccccc1F)C(=O)OCC(=O)NCc1ccco1 (stereo not drawn),6,-6,2,-7,0,7,-0.3,-38,5
